Screening results from PubChem BioAssay.
DDE Tn7 FP inh: inhibitors of Tn7 peptide binding to human fibrin DD(E); P02675; FP displacement of FITC-Tn7 peptide from fibrin DD(E); 0% = median of compound wells per plate; inhibition, % at 8.3 µM; 370,000 compounds, 0.13% hits;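 active = inhibition above the mean of compounds falling within the control limits plus 3 SD of them, cut at about 14% in these data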;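 also: 0% = plate median of compound wells and 100% = 10 µM Aha-Tn7 peptide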
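Assay system: Human clot-derived fibrin DD(E) complex | Buffer or medium: Tris/NaCl/CaCl2 buffer, pH 7.8 | Repeats: One replicate per compound | Benchmarks: Aha-Tn7 high control | Measure: % inhibition scaled between sample-field median and high-control FP | Schedule: 10 min plus 3 h, room temperature | Signal: Fluorescence polarization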
KLK7 zymogen act: proKLK7 (human) activation, primary screen; purified proKLK7, EDANS-DABCYL substrate fluorescence; 100% is mature enzyme control, 0% vehicle; activation, % at 7 µM; 370,000 compounds, 0.9% hits;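 active = activation above the mean of all tested compounds plus 3 SD, computed per campaign excluding outliers beyond control limits, cut at about 13% in these data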
Target sequence (P49862 whole entry, looked up): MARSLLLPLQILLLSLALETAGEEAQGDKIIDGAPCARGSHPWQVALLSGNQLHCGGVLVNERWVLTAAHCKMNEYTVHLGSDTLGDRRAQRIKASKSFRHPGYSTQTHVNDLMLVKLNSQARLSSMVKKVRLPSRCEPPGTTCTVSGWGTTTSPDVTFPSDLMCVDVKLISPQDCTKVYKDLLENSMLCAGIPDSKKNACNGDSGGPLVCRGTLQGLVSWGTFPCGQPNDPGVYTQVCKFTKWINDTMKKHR
ADAM17 inh: ADAM17 inhibition, QFRET primary screen. inhibition, % at 6.95 µM. 370,000 compounds, 0.83% hits. P78536. recombinant ADAM17, EDANS/DABCYL FRET peptide cleavage;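 active = inhibition above the mean of compounds lying between control limits plus 3 SD, set per campaign, cut at about 8.5% in these data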;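 also: 0% = DMSO-only wells as the low control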
Target sequence (P78536 215-824 limits assumed): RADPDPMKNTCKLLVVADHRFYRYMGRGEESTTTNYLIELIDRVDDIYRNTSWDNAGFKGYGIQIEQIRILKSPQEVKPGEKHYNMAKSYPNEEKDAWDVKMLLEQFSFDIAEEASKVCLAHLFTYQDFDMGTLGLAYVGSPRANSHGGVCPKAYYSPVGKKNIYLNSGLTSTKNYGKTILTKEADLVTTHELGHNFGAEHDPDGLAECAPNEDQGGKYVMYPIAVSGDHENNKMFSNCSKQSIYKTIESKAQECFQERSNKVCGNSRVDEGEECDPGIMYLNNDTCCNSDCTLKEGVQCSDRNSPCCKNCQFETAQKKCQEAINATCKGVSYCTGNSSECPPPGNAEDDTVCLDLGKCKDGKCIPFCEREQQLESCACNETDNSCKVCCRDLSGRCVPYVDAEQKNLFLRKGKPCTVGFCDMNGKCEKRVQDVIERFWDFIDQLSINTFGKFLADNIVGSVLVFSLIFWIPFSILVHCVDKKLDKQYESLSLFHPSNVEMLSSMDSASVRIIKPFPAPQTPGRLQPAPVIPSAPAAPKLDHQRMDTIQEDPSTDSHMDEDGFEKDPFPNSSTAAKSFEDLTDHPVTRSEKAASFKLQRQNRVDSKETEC
ARFGAP1 inhibitor: inhibitors of rat ARFGAP1 | Arfgap1-stimulated ARF1 GTP hydrolysis, GDP FP detection | inhibition, % at 16.5 µM | 360,000 compounds, 0.26% hits | AID 651572;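 active = inhibition above a per-plate limit, mean inhibition of low control wells plus 3 SD, cut at about 25% in these data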;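 also: 0% = DMSO wells with enzyme and 100% = wells lacking Arfgap1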
Target sequence (Q62848 1-136 limits assumed): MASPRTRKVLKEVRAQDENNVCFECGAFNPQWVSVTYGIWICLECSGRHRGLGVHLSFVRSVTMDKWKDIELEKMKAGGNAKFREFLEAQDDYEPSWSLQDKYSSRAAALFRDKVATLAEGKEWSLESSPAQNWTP
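Material: truncated rat Arfgap1 GAP domain; Incubation: compound-enzyme preincubation 20 min, reaction 120 min, detection 60 min, 25 °C; Read-out: percent inhibition of Arfgap1-stimulated GTP hydrolysis; Technique: FP, GDP Alexa 633 tracer displaced from anti-GDP antibody, 620/688 nm; Controls: No-Arfgap1 wells (100%) versus DMSO full-reaction wells (0%); Replication: single well per compound.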
PLCg1 inh: inhibitors of human phospholipase C gamma1; inhibition, % at 12.2 µM; P19174; 370,000 compounds, 0.84% hits; purified PLC-gamma1, fluorogenic substrate, fluorescence; in the data active = inhibition above about 9.5%
MBD2 inh: MBD2-methylated oligo binding inhibition; TR-FRET, MBD2 binding to methylated oligonucleotide; inhibition, % at 4.4 µM; 370,000 compounds, 0.31% hits; in the data active = inhibition above about 13%
ASAP1 GAP inh: ASAP1 ArfGAP inhibition; Q9ULH1; ASAP1-stimulated ARF1 GTP hydrolysis, GDP FP detection; inhibition, % at 16.5 µM; 360,000 compounds, 0.19% hits; in the data active = inhibition above about 25%;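 also: 0% = vehicle with enzyme and substrate and 100% = no enzyme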
UHRF1 binding: human UHRF1 methylated DNA binding inhibitors | Q96T88 | UHRF1 binding to methylated oligo, TR-FRET | inhibition, % at 4.4 µM | 370,000 compounds, 0.75% hits | AID 687016; in the data active = inhibition above about 21%;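 also: UHRF1 SRA domain binding a hemimethylated CpG hairpin DNA probe; 0% = median of test compound wells and 100% = reference inhibitor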
PLC-beta3 inh: PLC-beta3 (human) inhibition, primary screen | Q01970 | inhibition, % at 12.2 µM | 370,000 compounds, 0.18% hits | Purified PLC-beta3, fluorogenic substrate, fluorescence; in the data active = inhibition above about 11%;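 also: 0% = median of compound wells on plate and 100% = full blocker control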
Tn6 DDE FP: DD(E)-Tn6 binding inhibition, primary FP screen. inhibition, % at 8.3 µM. 370,000 compounds, 0.21% hits. AID 720509. Fibrin DD(E) TRITC-Tn6 fluorescence polarization displacement. P02675;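 active = inhibition above a per-campaign cutoff: mean of compounds within control limits plus 3 SD, cut at about 15% in these data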;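 also: 0% = median of all compound wells on the plate and 100% = blocking peptide control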
* hit, by the source's call.

CNc1nnc(-c2cccc(N(C)C)c2)s1 was read as DDE Tn7 FP inh 4, KLK7 zymogen act 1.7, ADAM17 inh -46, ARFGAP1 inhibitor -2, PLCg1 inh -430, MBD2 inh 0, ASAP1 GAP inh -5, UHRF1 binding -8, PLC-beta3 inh -493 and Tn6 DDE FP 1.
Screening Cc1ccc2c(c1)n([O-])c1c([n+]2=O)CCCC1 returned DDE Tn7 FP inh 0, KLK7 zymogen act -0.4, ADAM17 inh 7, ARFGAP1 inhibitor 4, PLCg1 inh -4, MBD2 inh -1, ASAP1 GAP inh 5, UHRF1 binding -4, PLC-beta3 inh -11 and Tn6 DDE FP 7.
For CCOc1cc(S(=O)(=O)NC2CC(C)(C)NC(C)(C)C2)ccc1F the results were DDE Tn7 FP inh -5, KLK7 zymogen act -1.1, ADAM17 inh -5, ARFGAP1 inhibitor 4, PLCg1 inh 1, MBD2 inh 4, ASAP1 GAP inh 14, UHRF1 binding 7, PLC-beta3 inh 2 and Tn6 DDE FP -10.
`CCOC(=O)c1sc(=S)n(-c2ccc(C)cc2)c1SC` gave DDE Tn7 FP inh 4, KLK7 zymogen act 0.7, ADAM17 inh -4, ARFGAP1 inhibitor -8, PLCg1 inh -4, MBD2 inh 3, ASAP1 GAP inh -2, UHRF1 binding -1, PLC-beta3 inh -3 and Tn6 DDE FP -2.
For Cc1cccc(C)c1OCc1nnc(SCC(=O)Nc2cccc(C(=O)N3CCOCC3)c2)n1C the results were DDE Tn7 FP inh -7, KLK7 zymogen act 0.2, ADAM17 inh -3, ARFGAP1 inhibitor 3, PLCg1 inh 1, MBD2 inh 7, ASAP1 GAP inh 12, UHRF1 binding 3, PLC-beta3 inh -2 and Tn6 DDE FP -2.
For O=C(NCc1ccc2c(c1)OCO2)c1ccc(-c2ccc(Cl)cc2)o1 the results were DDE Tn7 FP inh -7, KLK7 zymogen act -0.8, ADAM17 inh 3, ARFGAP1 inhibitor 6, PLCg1 inh 1, MBD2 inh -3, ASAP1 GAP inh 13, UHRF1 binding -2, PLC-beta3 inh -5 and Tn6 DDE FP -10.
Screening CC(C)(C)c1ccc(C2CC2C(=O)N/N=C\c2cc3ccccc3nc2Cl)cc1 (stereo not given) returned DDE Tn7 FP inh 2, KLK7 zymogen act 0.2, ADAM17 inh -1, ARFGAP1 inhibitor 3, PLCg1 inh 6, MBD2 inh -4, ASAP1 GAP inh -9, UHRF1 binding 2, PLC-beta3 inh 1 and Tn6 DDE FP 2.
Screening Cn1nc(C(=O)N2CCCc3ccccc32)c2ccccc2c1=O returned DDE Tn7 FP inh 0, KLK7 zymogen act -0.9, ADAM17 inh -2, ARFGAP1 inhibitor -3, PLCg1 inh 1, MBD2 inh 3, ASAP1 GAP inh -1, UHRF1 binding -1, PLC-beta3 inh 1 and Tn6 DDE FP -8.
For COc1ccccc1OCCNC(=O)CNC(=O)c1ccc2c(c1)OCO2 the results were DDE Tn7 FP inh -1, KLK7 zymogen act 0.3, ADAM17 inh 1, ARFGAP1 inhibitor 4, PLCg1 inh 1, MBD2 inh -3, ASAP1 GAP inh -5, UHRF1 binding 0, PLC-beta3 inh 3 and Tn6 DDE FP 4.
For O=c1cc(CN(Cc2ccccc2)Cc2ccccc2)c2c(ccc3ccccc32)o1 the results were DDE Tn7 FP inh -6, KLK7 zymogen act -28, ADAM17 inh -20, ARFGAP1 inhibitor 0, PLCg1 inh -14, MBD2 inh 5, ASAP1 GAP inh -1, UHRF1 binding 20, PLC-beta3 inh -18 and Tn6 DDE FP -9.
For COc1cccc(OCc2cc(C(=O)N3CCN(c4ccccc4O)CC3)no2)c1 the results were DDE Tn7 FP inh 2, KLK7 zymogen act 0.4, ADAM17 inh 4, ARFGAP1 inhibitor 1, PLCg1 inh -1, MBD2 inh -5, ASAP1 GAP inh -3, UHRF1 binding -4, PLC-beta3 inh -5 and Tn6 DDE FP -1.
Cc1ccc(C)c(Cc2c(C)nc(C)[nH]c2=O)c1 was read as DDE Tn7 FP inh -3, KLK7 zymogen act -0.4, ADAM17 inh 0, ARFGAP1 inhibitor 12, PLCg1 inh 4, MBD2 inh -5, ASAP1 GAP inh -12, UHRF1 binding -1, PLC-beta3 inh 1 and Tn6 DDE FP -1.
Screening COc1ccc(S(=O)(=O)N2CCN(CC(=O)Nc3cc(Cl)ccc3Cl)CC2)cc1 returned DDE Tn7 FP inh 1, KLK7 zymogen act 0.2, ADAM17 inh 0, ARFGAP1 inhibitor -1, PLCg1 inh 5, MBD2 inh 1, ASAP1 GAP inh -2, UHRF1 binding -1, PLC-beta3 inh -10 and Tn6 DDE FP -2.
Screening O=C(c1ccccc1NS(=O)(=O)c1cccc([N+](=O)[O-])c1)N1CCOCC1 returned DDE Tn7 FP inh -1, KLK7 zymogen act 0.1, ADAM17 inh -75, ARFGAP1 inhibitor 1, PLCg1 inh 2, MBD2 inh -7, ASAP1 GAP inh 0, UHRF1 binding -3, PLC-beta3 inh 5 and Tn6 DDE FP -4.
CCOc1ccc(N(C)S(=O)(=O)c2ccc(C)c(C(=O)NCc3ccccc3OC)c2)cc1 was read as DDE Tn7 FP inh -6, KLK7 zymogen act 0.1, ADAM17 inh 6, ARFGAP1 inhibitor 5, PLCg1 inh 2, MBD2 inh 0, ASAP1 GAP inh 6, UHRF1 binding 0, PLC-beta3 inh 1 and Tn6 DDE FP -5.
O=C(CSc1ccccc1)N1CCN(c2ccc(F)cc2)CC1 was read as DDE Tn7 FP inh -1, KLK7 zymogen act -0.3, ADAM17 inh -3, ARFGAP1 inhibitor 4, PLCg1 inh 2, MBD2 inh 2, ASAP1 GAP inh -10, UHRF1 binding 0, PLC-beta3 inh -6 and Tn6 DDE FP -7.
`C=CCCCCCCCCc1nc(SCC(=O)O)n[nH]1` gave DDE Tn7 FP inh 2, KLK7 zymogen act -0.5, ADAM17 inh -4, ARFGAP1 inhibitor -4, PLCg1 inh -2, MBD2 inh -3, ASAP1 GAP inh -8, UHRF1 binding 2, PLC-beta3 inh -8 and Tn6 DDE FP 2.
O=C(CN1CCN(c2ccc(F)cc2)CC1)Nc1nccs1 was read as DDE Tn7 FP inh 8, KLK7 zymogen act 0.1, ADAM17 inh -5, ARFGAP1 inhibitor 6, PLCg1 inh 1, MBD2 inh -4, ASAP1 GAP inh -11, UHRF1 binding -1, PLC-beta3 inh -5 and Tn6 DDE FP -1.
For O=C(CN1C(=O)NC(Cc2ccccc2)C1=O)Nc1ccc(F)c(F)c1F (stereo not given) the results were DDE Tn7 FP inh 9, KLK7 zymogen act -0.1, ADAM17 inh -8, ARFGAP1 inhibitor -6, PLCg1 inh -2, MBD2 inh -1, ASAP1 GAP inh -3, UHRF1 binding 1, PLC-beta3 inh -6 and Tn6 DDE FP 4.
For CC(=O)OCc1c(F)c(F)c(-n2nc(C)cc2C)c(F)c1F the results were DDE Tn7 FP inh -5, KLK7 zymogen act -0.2, ADAM17 inh -4, ARFGAP1 inhibitor -7, PLCg1 inh -2, MBD2 inh -5, ASAP1 GAP inh -1, UHRF1 binding 1, PLC-beta3 inh 1 and Tn6 DDE FP 1.
C=CCc1cccc2cc(C(=O)Nc3cccc(C(=O)O)c3)c(=O)oc12 was read as DDE Tn7 FP inh 4, KLK7 zymogen act -0.3, ADAM17 inh 1, ARFGAP1 inhibitor 4, PLCg1 inh 5, MBD2 inh 4, ASAP1 GAP inh 5, UHRF1 binding 19, PLC-beta3 inh -2 and Tn6 DDE FP -2.
For CC(C)CC(=O)N1CCc2cc(S(=O)(=O)N(C)Cc3ccco3)ccc21 the results were DDE Tn7 FP inh 5, KLK7 zymogen act 0.1, ADAM17 inh -2, PLCg1 inh -1, MBD2 inh 10, UHRF1 binding 16, PLC-beta3 inh 0 and Tn6 DDE FP 5.
CCN(CC)CCOc1c(Br)ccc2c1sc1nc3n(c(=O)c12)CCC3 was read as DDE Tn7 FP inh -6, KLK7 zymogen act -0.3, ADAM17 inh -3, ARFGAP1 inhibitor 3, PLCg1 inh -2, MBD2 inh 12, ASAP1 GAP inh 5, UHRF1 binding 18, PLC-beta3 inh -4 and Tn6 DDE FP 3.
`CC[C@]1(C(=O)OC)[C@H]2C(=O)N(C)C(=O)[C@H]2[C@H]2CN=C(SCc3ccc(OC)cc3)N21` gave DDE Tn7 FP inh 2, KLK7 zymogen act -0.1, ADAM17 inh -5, ARFGAP1 inhibitor 0, PLCg1 inh -2, MBD2 inh 1, ASAP1 GAP inh 5, UHRF1 binding 0, PLC-beta3 inh 0 and Tn6 DDE FP 8.
Screening Clc1ccc(CN2CCCCCCC2)cc1 returned DDE Tn7 FP inh -3, KLK7 zymogen act -0.6, ADAM17 inh 3, ARFGAP1 inhibitor 2, PLCg1 inh 3, MBD2 inh 0, ASAP1 GAP inh -3, UHRF1 binding 3, PLC-beta3 inh 3 and Tn6 DDE FP 4.
`CN(Cc1ccccc1)S(=O)(=O)c1nnc(NC(=O)c2ccc(F)cc2)s1` gave DDE Tn7 FP inh -2, KLK7 zymogen act 0.5, ADAM17 inh -2, ARFGAP1 inhibitor 0, PLCg1 inh 1, MBD2 inh 0, ASAP1 GAP inh -9, UHRF1 binding -1, PLC-beta3 inh -7 and Tn6 DDE FP -6.
Cc1cccn2c(=O)c3cc(C(=O)NCC4CCCO4)c(=N)n(Cc4ccc(F)cc4)c3nc12 (stereo not given) was read as DDE Tn7 FP inh -7, KLK7 zymogen act -18, ADAM17 inh inactive, ARFGAP1 inhibitor 1, PLCg1 inh -271, MBD2 inh 2, ASAP1 GAP inh 5, UHRF1 binding 0, PLC-beta3 inh -355 and Tn6 DDE FP -7.
`Cc1c(OCC(=O)NC(Cc2ccc(Cl)cc2)C(=O)O)ccc2c1oc(=O)c1ccccc12` (stereo not given) gave DDE Tn7 FP inh -6, KLK7 zymogen act -3.1, ADAM17 inh -77, ARFGAP1 inhibitor 0, PLCg1 inh -76, MBD2 inh -3, ASAP1 GAP inh -1, UHRF1 binding -2, PLC-beta3 inh -102 and Tn6 DDE FP 2.
CCn1c(CNC(=O)C2CCCCC2)cc2cc(C)ccc21 was read as DDE Tn7 FP inh 2, KLK7 zymogen act 0.4, ADAM17 inh 1, ARFGAP1 inhibitor -1, PLCg1 inh 7, MBD2 inh -2, ASAP1 GAP inh 10, UHRF1 binding 1, PLC-beta3 inh -5 and Tn6 DDE FP -3.
Screening O=C(NC1CCCC1)c1ccc(Cl)c(S(=O)(=O)N2CCOCC2)c1 returned DDE Tn7 FP inh 2, KLK7 zymogen act 0.2, ADAM17 inh 1, ARFGAP1 inhibitor -1, PLCg1 inh -1, MBD2 inh 5, ASAP1 GAP inh 6, UHRF1 binding 2, PLC-beta3 inh -6 and Tn6 DDE FP -4.
